D2 antagonist – antagonizes the human D2 dopamine receptor; P14416; HEK293 TREx D2 cells, calcium flux, dopamine EC80; inhibition, % at 10 µM; 340,000 tested, 2% active; in the data active = inhibition above about 30%; also: 0% is about no effect
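Tetracycline-induced HEK293 TREx cells expressing D2 receptor forced-coupled to calcium signalling, loaded with no-wash calcium dye. Compounds added and calcium flux read 180 s, then dopamine added at EC80 and read a further 180 s.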
TrxR1 inh – inhibitors of rat thioredoxin reductase 1; O89049; Potency, µM (series often up to 114 µM), for the others: at the top dose activity change, negative = inhibition, hits mostly inhibitors; 390,000 tested, 1% active; recombinant rTrxR1, NADPH fluorescence consumption, selenite substrate; AID 588453; also: potency is read from the fitted curve at half-maximal effect; % is scaled to controls: 0 for no effect and ±100 for the full control effect; nearly all actives have a fitted effect of over 65% in size
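Rat TrxR1 (90 nM in the dispensed reagent) was pre-reduced with 400 uM NADPH for 5 min at room temperature, then incubated with compound for 15 min. After 400 uM selenite was added, NADPH fluorescence (Ex 340/Em 450 nm) was followed for 8 min.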
PI4K2A block – blocks human PI4K2A kinase activity; 420,000 tested, 0.13% active; purified PI4K2A, ADP-Glo luminescence, 1 h; active compounds read low; Q9BTU6; activity change, negative = inhibition, % at 76.9 µM; in the data active = activity change below about -50%; inconclusive = mostly about -30% to -49%;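 also: -100% = wells without enzyme as full effect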
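In this quantitative HTS, ADP production by PI4K2A was quantified luminescently after 1 h at ambient temperature; 100 microM adenosine served as plate-quality control.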
TRHR PAM – allosteric enhancers of human TRH receptor; enhancement, % at 2 µM; 360,000 tested, 0.66% active; AID 493056; TRHR cells, fluo-8 calcium fluorescence, EC20 TRH enhancement; in the data active = enhancement above about 30%; also: 0% is about no effect
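Enhancer read-out: after compound pinning and an initial kinetic agonist-mode read, an EC20 of TRH (10 nM final) was injected and fluo-8 calcium signal (Ex 480/Em 530) followed at 1 s/cycle for 100 cycles in TRHR-expressing cells.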
D2 agonist – D2 dopamine receptor (human) agonism. P14416. HEK293 T-REx D2 cells, calcium flux agonist mode. activation, % at 2 µM. 340,000 tested, 0.53% active. AID 485358;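 active = activation over 3 SD above normal in the single-dose calcium agonist read, cut at about 30% in these data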; also: 0% is about no effect
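In this primary screen, compounds producing a positive calcium signal within 180 s of addition to tetracycline-induced, force-coupled HEK293 Trex D2 cells are flagged; cells are dye-loaded with a no-wash calcium kit beforehand.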
USP1-UAF1 inh – USP1/UAF1 (human) deubiquitinase inhibition. O94782. recombinant USP1/UAF1, Ub-Rhodamine cleavage fluorescence. Potency, µM (top dose mostly 57.1 µM), inactives show at the highest dose activity change, negative = inhibition, hits mostly inhibitors. 390,000 tested, 0.23% active. AID 743255; also: potency is read from the fitted curve at half-maximal effect; % is scaled to controls: 0 for no effect and ±100 for the full control effect; nearly all actives have a fitted effect of over 60% in size; inactives centre near -12
Target sequence (O94782 whole entry, looked up): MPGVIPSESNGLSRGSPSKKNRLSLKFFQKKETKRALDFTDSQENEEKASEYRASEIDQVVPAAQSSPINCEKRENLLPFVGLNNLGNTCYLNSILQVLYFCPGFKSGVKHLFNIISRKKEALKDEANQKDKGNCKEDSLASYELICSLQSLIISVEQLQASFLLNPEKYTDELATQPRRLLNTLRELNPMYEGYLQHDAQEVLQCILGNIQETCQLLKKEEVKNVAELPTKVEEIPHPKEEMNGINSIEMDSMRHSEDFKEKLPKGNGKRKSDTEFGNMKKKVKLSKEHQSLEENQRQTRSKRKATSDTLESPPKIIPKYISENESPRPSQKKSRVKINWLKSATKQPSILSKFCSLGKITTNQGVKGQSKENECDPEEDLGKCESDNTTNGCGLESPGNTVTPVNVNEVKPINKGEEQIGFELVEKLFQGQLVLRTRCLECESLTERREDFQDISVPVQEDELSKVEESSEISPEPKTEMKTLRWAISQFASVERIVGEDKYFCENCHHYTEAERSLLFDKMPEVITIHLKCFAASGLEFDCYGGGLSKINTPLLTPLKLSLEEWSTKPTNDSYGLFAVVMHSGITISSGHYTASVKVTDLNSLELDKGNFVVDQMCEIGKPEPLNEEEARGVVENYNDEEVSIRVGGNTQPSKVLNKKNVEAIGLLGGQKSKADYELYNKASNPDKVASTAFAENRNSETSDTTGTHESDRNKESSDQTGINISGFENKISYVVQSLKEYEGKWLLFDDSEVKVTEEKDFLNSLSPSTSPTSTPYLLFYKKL
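Step one: compound is pinned into 1nM USP1/UAF1 in HEPES pH 7.8 buffer with TCEP. Step two: 15 min room-temperature incubation. Step three: Ub-Rho (150nM final) starts cleavage, tracked by fluorescence over six one-minute reads.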
TrxR1 substrate – substrates of rat thioredoxin reductase 1; purified TrxR1 substrate turnover, NADPH consumption readout; Potency, µM (doses to about 114 µM), inactives show top-dose activity change, negative = substrate turnover; 390,000 tested, 0.01% active; also: potency is read from the fitted curve at half-maximal effect; % is scaled to controls: 0 for no effect and ±100 for the full control effect; nearly all actives have a fitted effect of over 50% in size
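Rat TrxR1, dispensed at 90 nM, was prereduced with 400 uM NADPH (final) for 5 min at ~22 deg C, then incubated with compound 15 min before 400 uM selenite. A first-read NADPH fluorescence drop versus no-compound background flagged substrates.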
IDH1 R132H inh – blocks human mutant IDH1 R132H enzyme; O75874; IDH1-R132H enzyme, NADPH consumption, diaphorase/resazurin fluorescence; Potency, µM (titrated, usually from 76.6 µM), inactives show top-dose activity change, negative = inhibition, hits mostly inhibitors; 390,000 tested, 0.093% active; AID 602179; also: potency is read from the fitted curve at half-maximal effect; % is scaled to controls: 0 for no effect and ±100 for the full control effect; nearly all actives have a fitted effect of over 65% in size
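IDH1-R132H (0.5 ug/mL) preincubated 30 min with compound, then NADPH (0.016 mM) and alpha-KG (2 mM) added; 80 min at RT, pH 7.5. Remaining NADPH coupled via diaphorase/resazurin to fluorescence (540/590 nm); concentration-response curves normalized to no-enzyme control.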
TRHR ag – activates the human TRH receptor; 360,000 tested, 0.18% active; P34981; TRHR cells, calcium flux fluo-8, FDSS agonist mode; activation, % at 2 µM; in the data active = activation above about 30%; also: 0% is about no effect
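TRHR-expressing cells loaded with fluo-8 calcium dye; 23 nL library compound pin-transferred, kinetic FDSS fluorescence (Ex 480/Em 530) recorded about 180 s for agonist-induced calcium release, before a 10 nM TRH EC20 addition for potentiator mode.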
Active calls of the source: *; ? = inconclusive; / = not tested or not shown; [ ] = remark or other dose. Unless noted, calls follow the shape of the dose curve; as a rule, active = well fitted inhibition curve with a large enough effect; inconclusive = small, poorly fitted or top-dose-only effect; inactive = no such curve, though single readings can be large or run the other way.

(1) CCOCCc1nnc(NC(=O)C2CC(=O)N(c3ccc(OCC)cc3)C2)s1 (stereo unspecified)
(2) COC(=O)c1c(NC(=O)c2ccn(C)n2)sc2c1CCC2
(3) CCOC(=O)c1c(C)c(C(=O)NCc2ccccn2)c(C)n1C
(4) Cc1ccc(S(=O)(=O)N2CCCCC2C(=O)O)s1 (stereo unspecified)
(5) Cc1ccc(NC(=O)C(C)N2C(=O)C3C4CC(C(Br)C4Br)C3C2=O)cc1 (stereo unspecified)
(6) O=C(O)c1cccc2cccnc12
(7) Cc1ccn2c(Nc3ccc4c(c3)OCO4)c(-c3ccco3)nc2c1
(8) COc1ccccc1OCC(=O)NCCC1=CCCCC1
(9) CCc1c(-c2ccccc2)nc2nc(C)c(C)nn12
(10) CCOc1ccc(N2CC(C(=O)NCCN3C(=O)S/C(=C\c4ccc(OC)c(OC)c4)C3=O)CC2=O)cc1 (stereo unspecified)
compound no.	1	2	3	4	5	6	7	8	9	10
D2 antagonist	12.8	-22.4	-19.8	-15.4	/	19.2	/	2.5	-4.7	-4.0
TrxR1 inh	2.3%	19.1%	-4.7%	-0.6%	9.1%	19.0%[57.1 µM]	-6.6%	3.5%	-7.7%	8.7%
PI4K2A block	-1.4	1.1	5.4	2.4	-1.9	1.7	-1.4	5.3	0.7	4.6
TRHR PAM	-5.6	-3.8	-2.0	-3.0	-1.1	3.0	-1.7	-1.3	36.7*	-0.2
D2 agonist	-0.1	-0.4	0.0	0.8	/	-0.4	-0.8	-0.8	0.7	1.1
USP1-UAF1 inh	-1.8%	-7.6%	-5.8%	-4.2%	-17.6%	-18.0%	-34.8%	0.0%	-25.6%	-19.1%
TrxR1 substrate	-3.6%	27.0%	3.1%[57.1 µM]	-8.0%	-7.1%	-9.5%	26.9%	5.6%	22.2%	4.0%
IDH1 R132H inh	-2.1%	-2.5%	6.6%	0.0%	2.4%	4.3%	-17.5%	2.4%	1.7%	8.8%
TRHR ag	0.4	-0.8	-0.3	0.8	1.8	0.1	-0.2	-1.3	0.1	0.2

Single records, as listed above. Values in the order: D2 antagonist | TrxR1 inh | PI4K2A block | TRHR PAM | D2 agonist | USP1-UAF1 inh | TrxR1 substrate | IDH1 R132H inh | TRHR ag
CCOc1ccc(N2CC(C(=O)NCCN3C(=O)S/C(=C\c4ccc(OC)c(OC)c4)C3=O)CC2=O)cc1 (stereo unspecified) as listed: -4.0 | 8.7% | 4.6 | -0.2 | 1.1 | -19.1% | 4.0% | 8.8% | 0.2
Cc1ccn2c(Nc3ccc4c(c3)OCO4)c(-c3ccco3)nc2c1 as listed: / | -6.6% | -1.4 | -1.7 | -0.8 | -34.8% | 26.9% | -17.5% | -0.2

Additional entries:
(11) CC[C@@]12C(=O)N(c3cccc(Br)c3)C(=O)N1[C@H](c1ccc(F)cc1)[C@@H]1C(=O)N(C3CCCCC3)C(=O)[C@@H]12
(12) O=C(Nc1ccccc1)OCc1cnc(Cl)s1
(13) O=C(COC(=O)Cc1cccc(C(F)(F)F)c1)Nc1ccccc1
(14) CCCc1nn(C)c2c(=O)[nH]c(-c3ccccc3OCC)nc12
(15) O=C(COC(=O)C1C2CC3OC(=O)C1C3C2)Nc1ccc(Cl)cc1 (stereo unspecified)
(16) COc1ccc(-c2nnc(SC(C)C(=O)NNC(=O)c3ccc(C)cc3)o2)cc1 (stereo unspecified)
(17) CCOc1ccc(N2CC(c3nc4ccccc4n3Cc3ccccc3F)CC2=O)cc1 (stereo unspecified)
(18) CCOc1cc(/C=N/NC(=O)c2cccnc2)ccc1OCC(=O)N1CCOCC1
(19) CCN(CC)S(=O)(=O)c1cccc(C(=O)Nc2cc(C)cc(C)c2)c1
(20) O=C1OC(c2ccccc2)Cc2cc(C(=O)N3CCN(c4ccc(F)cc4)CC3)ccc21 (stereo unspecified)
compound no.	11	12	13	14	15	16	17	18	19	20
D2 antagonist	5.9	7.9	8.4	-2.8	-7.4	-5.0	/	-10.5	/	-12.3
TrxR1 inh	24.3%[57.1 µM]	6.7%	4.5%	-6.5%	21.8%	-8.7%	4.6%	-10.2%	16.8%	-5.2%
PI4K2A block	4.2	-4.9	-1.1	0.7	1.1	8.7	0.5	8.9	4.5	-4.1
TRHR PAM	0.5	3.2	0.3	0.6	6.1	23.5	-2.7	18.0	-5.4	8.1
D2 agonist	1.7	0.2	-1.8	0.3	0.9	-0.6	7.3	-0.4	/	0.2
USP1-UAF1 inh	-31.8%	-6.6%	-21.4%	-16.8%	-9.6%	-8.4%	0.5%	-15.1%	-4.6%	-13.0%
TrxR1 substrate	1.8%[57.1 µM]	2.6%	0.1%	-7.3%	1.6%	-9.3%	-5.6%	-12.3%	-5.8%	-8.6%
IDH1 R132H inh	4.6%	-6.3%	2.2%	2.4%	-1.0%	-1.1%	23.0%	-1.1%	7.2%	1.1%
TRHR ag	0.7	-0.1	-1.2	1.4	0.6	-0.4	1.7	0.0	-0.6	-0.1

(21) CSc1sc2ccccc2[n+]1CCCS(=O)(=O)[O-]
(22) COc1ccc(NC(=O)COC(=O)Cc2c[nH]c3ccccc23)cc1OC
(23) Cc1ccc(C)c(Cn2c(C)nc3c(sc(=S)n3-c3ccccc3)c2=O)c1
(24) NC(=O)c1ccc(NC(=O)C#Cc2ccccc2)cc1
(25) Cc1ccc2oc(-c3cc(NC(=O)c4ncn[nH]4)ccc3O)nc2c1
(26) COc1cc([N+](=O)[O-])ccc1NC(=O)C[n+]1cccc(C(C)=O)c1
(27) Cc1nc2ccc(S(=O)(=O)N3CCCCC3)cc2s1
(28) CC1(C)C(=O)C2(CCCCC2)C(=O)OC1c1cccn1-c1ccc([N+](=O)[O-])cc1 (stereo unspecified)
(29) COc1ccc(C(=O)Nc2cccc(C(=O)OCc3cc(=O)n4nc(C5CC5)sc4n3)c2)cc1
(30) O=C(CN1CCOCC1)Nc1c2c(nc3ccccc13)N(Cc1ccccc1)CC2
compound no.	21	22	23	24	25	26	27	28	29	30
D2 antagonist	4.5	14.0	-0.2	9.3	13.0	-8.8	-21.3	-19.3	/	4.7
TrxR1 inh	33.0%	4.1%[57.1 µM]	17.3%[57.1 µM]	?	26.2%	24.7%[57.1 µM]	12.2%	-12.7%	12.2%[57.1 µM]	-32.7%
PI4K2A block	-9.8	-1.6	2.0	-12.6	?	2.0	-1.5	3.6	-2.7	21.6
TRHR PAM	7.7	3.0	10.1	-2.3	4.6	-0.4	-4.0	9.9	3.7	-2.5
D2 agonist	-0.2	1.3	-0.2	-0.7	0.7	0.9	0.4	0.7	-0.4	0.2
USP1-UAF1 inh	-11.9%	-8.1%	-14.6%	-6.5%	-24.6%	-12.9%	-10.7%	-17.0%	?	-6.6%
TrxR1 substrate	5.8%	-5.9%	-5.3%[57.1 µM]	-1.7%	9.8%	-2.7%[57.1 µM]	-1.9%	-9.5%	1.2%[57.1 µM]	89.9%[activator]
IDH1 R132H inh	-5.2%	2.7%	0.0%	-13.7%	0.0%	7.1%	-7.0%	1.9%	-3.8%	12.7%
TRHR ag	0.0	-0.3	-0.5	-0.9	0.0	-2.2	0.3	1.8	-2.0	0.7

(31) Cc1ccc(NC(=O)N2CCCC2C(=O)NCc2ccc(Cl)cc2)cc1 (stereo unspecified)
(32) COc1cccc(OCCn2cc(/C=N/NC(=O)c3ccncc3)c3ccccc32)c1
(33) Cc1ccc(C2C3=C(CCCC3=O)Nc3[nH]c(=S)[nH]c(=O)c32)cc1 (stereo unspecified)
(34) CCc1cccc(CC)c1NC(=O)COC(=O)C1(C)CC1(Cl)Cl (stereo unspecified)
(35) Cc1noc(/C=C/N(C)C)c1S(=O)(=O)N1CCCC(C(=O)Nc2ccc3c(c2)OCO3)C1 (stereo unspecified)
(36) CC(C)N=C(Nc1cccnc1)c1ccccc1
(37) CNC(C)C#Cc1ccc2oc3cccc(OC)c3c(=O)c2c1 (stereo unspecified)
(38) N/C(=N\OC(=O)c1cccs1)c1cccnc1
(39) Cc1ccc(NC(=O)CN2C(=O)COc3ccc(S(=O)(=O)N4CCCCC4)cc32)cc1Cl
(40) CCn1c(SCc2ccccc2C)nc(=O)c2c(C(=O)OC)cc(C3CC3)nc21
(41) CC(=O)C(C)Oc1ncn(-c2ccccc2)n1 (stereo unspecified)
compound no.	31	32	33	34	35	36	37	38	39	40	41
D2 antagonist	-13.9	/	4.9	-7.8	15.8	14.1	0.0	-17.9	/	/	33.4*
TrxR1 inh	14.9%	-0.1%	-19.9%[57.1 µM]	-10.6%	4.0%[57.1 µM]	-11.1%	3.2%[57.1 µM]	-6.9%[57.1 µM]	26.3%	19.1%[57.1 µM]	2.1%
PI4K2A block	-0.8	-2.8	-2.2	7.1	-3.7	-2.6	-3.7	-2.7	-0.2	0.3	3.7
TRHR PAM	-5.3	14.0	1.7	-7.0	2.4	-6.0	4.2	1.6	1.6	2.9	4.7
D2 agonist	0.3	/	0.7	-0.6	0.6	0.6	0.0	0.6	-0.2	/	0.1
USP1-UAF1 inh	-15.6%	-10.1%	-4.1%	-2.3%	-20.0%	3.5%	19.2%	-20.3%	-0.6%	?	-3.9%
TrxR1 substrate	4.9%	-12.9%	-5.1%[57.1 µM]	-1.4%	7.9%[57.1 µM]	-4.8%	25.2%[57.1 µM]	-4.3%[57.1 µM]	4.0%	-1.5%[57.1 µM]	-2.0%
IDH1 R132H inh	5.3%	-1.3%	1.4%	3.4%	0.0%	-4.4%	-9.4%	1.3%	-22.1%	-28.2%	-2.5%
TRHR ag	-0.4	-0.4	0.7	0.4	0.7	0.9	-0.8	0.5	0.4	0.0	-0.7

Sorted by value in TRHR PAM (highest first): 3 of the compounds above.
no.	mol	D2 antagonist	TrxR1 inh	PI4K2A block	TRHR PAM	USP1-UAF1 inh	TrxR1 substrate	TRHR ag
23	Cc1ccc(C)c(Cn2c(C)nc3c(sc(=S)n3-c3ccccc3)c2=O)c1	-0.2	17.3%[57.1 µM]	2.0	10.1	-14.6%	-5.3%[57.1 µM]	-0.5
6	O=C(O)c1cccc2cccnc12	19.2	19.0%[57.1 µM]	1.7	3.0	-18.0%	-9.5%	0.1
8	COc1ccccc1OCC(=O)NCCC1=CCCCC1	2.5	3.5%	5.3	-1.3	0.0%	5.6%	-1.3
